hcDAF-12 act = H. contortus DAF-12 nuclear receptor activators, primary screen, cell-based, luminescence, HEK293, lit1-tk-luc reporter; HEK293 hcDAF-12 lit1-tk-luc reporter; 0% DMSO, 100% Δ7-dafachronic acid; activation, % at 6.8 µM; hit rate 1.4% among 370,000;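 active = activation above the mean of all tested compounds plus 3 SD, cut at about 5.5% in these data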;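 also: 100% = response to 3 µM Δ7-dafachronic acid high control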
hgDAF-12 ag = H. glycines DAF-12 receptor agonists, primary screen, cell-based, luminescence, HEK293, GAL4 fusion, UAS-luciferase; AID 687014, 2013; activation, % at 6.8 µM; HEK293 GAL4-hgDAF12 UAS-luciferase reporter, agonist luminescence; normalized to butyrate control; hit rate 1.8% among 370,000;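 active = activation above a cutoff set at the mean of all screened compounds plus 3 SD, cut at about 10% in these data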;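 also: 0% = DMSO wells and 100% = sodium butyrate wells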
ssDAF-12 act = S. stercoralis DAF-12 nuclear receptor activators, primary screen, cell-based, luminescence, HEK293, GRIP1 co-expression, lit1-tk-luc; activation, % at 6.8 µM; HEK293 ssDAF-12/GRIP1 lit1-tk-luc reporter; % of 3 µM dafachronic acid response; AID 652126, 2013; hit rate 1% among 370,000;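 active = activation above the mean over all tested compounds plus 3 SD, cut at about 0.9% in these data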;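 also: 0% = DMSO-only wells and 100% = 3 µM delta7-dafachronic acid wells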
DAX1 inh-1 = DAX1 (NR0B1) inhibitors, primary screen, cell-based, HEK293, Gal4-DAX1, luciferase luminescence; AID 504766, 2011; hit rate 0.99% among 340,000; Nuclear receptor subfamily 0 group B member 1 (Homo sapiens), P51843; inhibition, % at 6.75 µM; HEK293 Gal4-DAX1 luciferase reporter;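 active = inhibition above the mean over all tested compounds plus 3 SD, cut at about 4.2% in these data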;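 also: 0% = DAX1-transfected cells with DMSO and 100% = empty-vector control cells with DMSO; inhibition shows as a rise in luminescence from relieved DAX1 repression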
Target sequence (P51843 207-470 limits assumed): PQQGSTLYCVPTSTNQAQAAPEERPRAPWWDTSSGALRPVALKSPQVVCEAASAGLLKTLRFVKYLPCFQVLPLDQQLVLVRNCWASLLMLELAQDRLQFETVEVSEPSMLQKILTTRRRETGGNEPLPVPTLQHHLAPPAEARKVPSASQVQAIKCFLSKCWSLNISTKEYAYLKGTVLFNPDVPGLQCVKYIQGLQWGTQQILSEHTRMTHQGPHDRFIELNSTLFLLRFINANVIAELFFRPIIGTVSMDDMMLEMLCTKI
ADAM17 inh = ADAM17 inhibitors, primary screen, biochemical, QFRET. Disintegrin and metalloproteinase domain-containing protein 17 (Homo sapiens), P78536. recombinant ADAM17, EDANS/DABCYL FRET peptide cleavage. inhibition, % at 6.95 µM. hit rate 0.83% among 370,000;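 active = inhibition above the mean of compounds lying between control limits plus 3 SD, set per campaign, cut at about 8.5% in these data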;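 also: 0% = DMSO-only wells as the low control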
Target sequence (P78536 215-824 limits assumed): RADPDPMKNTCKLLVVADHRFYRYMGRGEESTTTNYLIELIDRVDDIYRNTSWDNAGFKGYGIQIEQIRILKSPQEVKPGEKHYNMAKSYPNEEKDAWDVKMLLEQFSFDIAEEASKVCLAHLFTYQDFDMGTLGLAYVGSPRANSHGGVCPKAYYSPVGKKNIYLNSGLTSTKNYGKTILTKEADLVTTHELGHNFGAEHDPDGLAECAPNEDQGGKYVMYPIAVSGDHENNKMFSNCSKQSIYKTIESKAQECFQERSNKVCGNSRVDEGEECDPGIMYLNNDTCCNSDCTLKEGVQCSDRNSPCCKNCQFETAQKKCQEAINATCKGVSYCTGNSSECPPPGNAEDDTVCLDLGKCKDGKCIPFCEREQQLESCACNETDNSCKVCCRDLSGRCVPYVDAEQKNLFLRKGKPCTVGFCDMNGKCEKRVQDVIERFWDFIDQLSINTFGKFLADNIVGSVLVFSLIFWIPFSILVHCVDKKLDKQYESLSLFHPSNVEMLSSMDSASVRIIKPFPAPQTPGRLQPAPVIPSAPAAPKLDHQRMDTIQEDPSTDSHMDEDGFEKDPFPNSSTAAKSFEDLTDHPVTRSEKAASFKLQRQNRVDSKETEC
SMARCA2 act = SMARCA2 (BRM) function activators, primary screen, cell-based, luminescence, high throughput; activation, % at 9.1 µM; hit rate 1% among 370,000; MG213 cells, MMTV-luciferase reporter, dexamethasone, overnight; in the data active = activation above about 7.8%;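 also: 0% = vehicle wells and 100% = reference activator wells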
Rev-erbA mod = modulators of Rev-erb alpha DNA binding, primary screen, biochemical, FITC-DNA, fluorescence polarization, uHTS | Nuclear receptor subfamily 1 group D member 1 (Homo sapiens), P20393 | Rev-erbα–FITC-DNA binding, 90 min | activity, % at 10 µM | hit rate 0.79% among 370,000;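 active = activity above about 14%, limit read from the data; passing the limit was not always enough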;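 also: 0% = DMSO wells with 35 nM protein and 100% = DMSO wells with 750 nM protein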
MBD2 DNA inh = inhibitors of MBD2 binding to methylated DNA, primary screen, biochemical, TR-FRET, DNA-binding domain, human; hit rate 0.31% among 370,000; Methyl-CpG-binding domain protein 2 (Homo sapiens), Q9UBB5; MBD2 binding to methylated oligonucleotide; inhibition, % at 4.4 µM; in the data active = inhibition above about 13%
PLCb3 inh = human PLC-beta3 inhibitors, primary screen, biochemical, fluorescence; 1-phosphatidylinositol 4,5-bisphosphate phosphodiesterase beta-3 (Homo sapiens), Q01970; Purified PLC-beta3, fluorogenic substrate; inhibition, % at 12.2 µM; hit rate 0.18% among 370,000; in the data active = inhibition above about 11%;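 also: 0% = median of compound wells on plate and 100% = full blocker control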
DAX1 inh-2 = DAX1 (NR0B1) inhibitors on StAR promoter, primary screen, cell-based, luminescence, SF-1 (NR5A1), full-length DAX-1; AID 652010, 2013; inhibition, % at 6.8 µM; hit rate 1.1% among 370,000; HEK293T StAR-luciferase reporter, SF-1/DAX-1 repression relief;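 active = inhibition above the mean over all tested compounds plus 3 SD, cut at about 3.6% in these data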;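 also: 0% = DAX-1 cells with DMSO and 100% = cells lacking DAX-1 with DMSO; higher inhibition means more luminescence from relief of DAX-1 repression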
PLCg1 inh = PLC-gamma1 enzyme inhibitors, primary screen, biochemical, fluorescence, purified enzyme; 1-phosphatidylinositol 4,5-bisphosphate phosphodiesterase gamma-1 (Homo sapiens), P19174; inhibition, % at 12.2 µM; fluorogenic substrate; hit rate 0.84% among 370,000; in the data active = inhibition above about 9.5%
Starred values were filed as active, the others as inactive; . = not tested or not shown.

SMILES	hcDAF-12 act	hgDAF-12 ag	ssDAF-12 act	DAX1 inh-1	ADAM17 inh	SMARCA2 act	Rev-erbA mod	MBD2 DNA inh	PLCb3 inh	DAX1 inh-2	PLCg1 inh
CC(C)(C)NC(=O)NC(=O)COC(=O)c1cc[n+]([O-])cc1	0.9	1.1	-0.8	0.7	-4	-4	-3	-2	-3	0.8	2
COc1cc2c(cc1OC)C(c1cccc(C)c1)CC(=O)N2 (stereo not drawn)	-0.2	-3.7	-0.8	0.7	-3	-1	4	0	2	-0.6	0
Cc1ccc(-n2nc(C)c(=O)c(-c3ccccc3)c2NC(=O)c2cccs2)cc1	-2.3	0.3	-0.9	5.5*	0	0	-4	2	-9	-0.2	-2
N#CC(C#N)=C1NC2(CCCCC2)Cc2ccccc21	-1.9	0.2	-1.4	0.0	-2	-1	6	7	-8	-0.4	-2
C/C(CC(=O)Nc1c(C)cc(C)cc1C)=N\NC(=O)Cc1ccccc1	-1.5	-2.8	-1.0	-1.7	0	0	-2	-2	-8	0.0	-1
COc1cc(-c2nc3cc(C)ccn3c2NC2CCCCC2)ccc1-c1ccc(C(C)=O)cc1	-2.9	-1.6	-1.6	-1.0	-7	-2	0	-1	-137	0.1	-90
CC(C)NC(=S)N/N=C/c1ccc(C(C)(C)C)cc1	-1.0	3.5	-2.0	0.0	2	0	-2	-2	-2	-0.2	0
O=C(O)CSCNC(=O)C12CC3CC(CC(C3)C1)C2	-1.4	-1.7	-0.8	0.1	-3	-4	-3	8	2	-0.6	0
O=S(=O)(c1ccc(F)cc1)N1CCN(S(=O)(=O)c2ccc3c(c2)OCCO3)CC1	-1.3	3.9	-1.5	0.7	-4	1	-5	1	2	-0.3	1
O=C(COc1ccccc1)Nc1cccc2c1CCCC2	-2.8	-1.5	-1.5	0.7	-4	-4	4	3	0	0.1	-1
COc1ccc(Cl)cc1NC(=O)COC(=O)c1ccc(C)o1	0.0	1.1	-0.9	-0.1	0	-4	-4	2	-9	0.6	3
COc1ccc(NC(=O)NC(C)c2ccc3c(c2)OCO3)c(OC)c1 (stereo not drawn)	-0.4	-0.2	-1.6	0.2	-4	-2	-4	9	-6	-0.2	7
COc1cccc(C(=O)C[n+]2cccc3cc(OC)ccc32)c1	1.6	2.1	0.1	-0.7	2	5	0	-4	-15	3.3	-14
CCCCOC(=O)c1ccc(NC(=S)NC(=O)c2ccco2)cc1	-0.7	0.6	-0.8	0.2	-2	-2	-2	-2	-5	0.5	2
CC(=O)Nc1ccc(NC(=O)CSc2ccc([N+](=O)[O-])cn2)cc1	-3.1	1.6	-1.6	2.5	0	3	-3	-4	-3	-0.1	2
CC(=O)N1CC(C)Sc2ccc(S(=O)(=O)NC(C)c3ccccc3)cc21 (stereo not drawn)	-2.0	-2.1	-1.2	-0.7	-6	-4	5	5	-10	-0.8	1
CC(=O)N1CCc2cc(Br)cc(S(=O)(=O)N3CCN(c4ccccn4)CC3)c21	-1.0	-0.2	-0.9	-0.5	-4	-5	-4	-2	1	0.1	-1
COc1ccccc1OCC(=O)NNC(=O)Nc1ccccc1	0.3	1.9	-0.9	1.2	0	0	-1	-1	-2	0.2	1
Cc1cc(OC(C)C(=O)NCCCn2ccnc2)c2c(C)cc(=O)oc2c1 (stereo not drawn)	-1.7	0.8	-0.6	0.4	-111	-2	5	3	-283	0.6	-184
O=C(CN1CCN(C(=O)c2cccc(S(=O)(=O)N3CCCC3)c2)CC1)Nc1ccc(F)cc1	1.3	-0.8	-1.1	-0.1	-3	0	11	0	-8	-0.5	0
O=C(c1ccc(Cl)cc1)c1cccc(O)c1	-0.2	2.0	-1.2	1.3	-2	-1	-7	-2	-2	-0.1	0
CCOC(=O)C1CCN(C(=O)c2cc3cc(Br)ccc3oc2=O)CC1	-0.4	-2.3	-1.1	0.7	1	-1	6	-2	4	-0.4	1
CC1=C(C(=O)OCc2ccccc2)C(/C=C/c2ccccc2)NC(=S)N1 (stereo not drawn)	-1.8	-5.7	-2.1	-0.9	12*	-4	8	11	-15	-1.2	4
COc1cccc(OC)c1C(=O)Nc1sc2c(c1C(N)=O)CCCC2	-0.3	-1.0	-1.8	.	2	-3	1	0	-52	-0.7	-34
COc1ccc(C)cc1Nc1cc(C)nc2nc(C)nn12	-2.1	0.0	-0.7	1.1	-3	1	3	4	3	-0.5	-4
CN(C(=O)COC(=O)c1cc(=O)[nH]c2ccccc12)c1c(N)n(Cc2ccccc2)c(=O)[nH]c1=O	1.6	1.5	-0.2	0.7	-32	4	0	-3	-160	1.4	-141
CC(C)(C)NC(=O)CN(Cc1cccs1)C(=O)CN1C(=O)C(=O)c2ccccc21	0.0	-2.0	-1.4	0.3	-2	-1	-3	-2	-3	-0.1	0
COc1ccc(N(CC(=O)Nc2ccccc2C(=O)N2CCCC2)S(=O)(=O)c2ccccc2)cc1	0.5	-2.1	-1.5	0.1	-3	-2	-5	2	-5	-0.9	-1
N#Cc1cc2c(nc1SCC1COc3ccccc3O1)CCC2 (stereo not drawn)	2.3	8.8	-0.7	0.6	1	3	6	-1	-3	1.6	-1
COc1ccc(CN(C(=S)Nc2ccccc2)C2CC(=O)N(c3ccc(Cl)cc3)C2=O)cc1 (stereo not drawn)	-1.1	1.5	-0.8	-0.2	-1	0	5	3	0	-0.5	2
O=C1CN(c2ccc(Cl)cc2)C(=O)CN1NC(=S)Nc1ccc(Cl)cc1	2.3	0.8	-1.5	1.5	1	1	-8	-5	4	-0.6	2
COC(=O)[C@]12C[C@H](CC(=O)NCc3cccs3)C(=O)N(Cc3ccc4c(c3)OCO4)C1=C[C@H](COCc1ccccc1)O[C@@H]2C	-1.0	0.2	-1.1	.	1	-3	-7	2	0	-0.6	-1
CC(C)(C)OC1NS(=O)(=O)OCC1NCOC(Cl)(Cl)Cl (stereo not drawn)	-0.7	-0.1	-1.0	-1.2	-2	-1	0	-9	-15	-0.1	-11
CC(C)(C)c1ccc(NC(=O)c2cc(C3CCCN(C(=O)CCc4ccccc4)C3)on2)cc1 (stereo not drawn)	-1.2	0.9	-1.5	.	1	-2	7	-4	0	-0.9	1
COc1cc(CN2CCN(C(=O)c3ccccc3F)CC2)cc(OC)c1OC	-1.8	-0.7	-0.7	-0.9	-1	-3	8	-6	-3	-0.2	4
CC(=O)c1nc2ccccc2n1S(=O)(=O)c1ccc(C)cc1	1.6	0.0	-0.9	-0.4	-28	-3	1	-2	-74	-0.1	-50
COc1ccc(C)cc1C(=O)CCC(=O)Nc1ccccc1N1CCOCC1	0.9	-0.7	-1.4	-1.1	-11	-3	12	-3	-4	-0.7	-4
CCOc1cc(C(=O)NCc2ccc(C)cc2)ccc1OCC(=O)N1CCOCC1	0.0	0.0	-1.3	0.1	-1	4	1	1	0	0.0	1
O=C(/C=C/c1ccccc1)OCc1cnc(Cl)s1	-0.4	4.2	-1.6	0.9	-3	-3	2	-7	-4	1.0	-1
COc1ccccc1CNC(=O)c1cn(C)c(=O)c2cc(OC)c(OC)cc12	-1.2	-0.4	-0.9	-0.4	-3	-1	0	-5	1	0.2	-1
CCSc1nc2sc3c(c2c(=O)n1CC)CCC3	-1.5	-0.3	-0.8	-1.2	-3	-1	0	0	-6	-0.6	-2
Cc1ccc(S(=O)(=O)Nc2ncc(C(F)(F)F)cc2Cl)cc1	-1.0	2.9	-1.1	0.3	2	-2	-14	3	-1	-0.4	-1
COC(=O)C(C)(C)ONC(=O)Nc1ccccc1	0.7	0.0	-0.7	-0.2	3	3	7	-4	5	0.2	2
O=C(/C=C/c1cccc(F)c1)N1CCN(c2ccccn2)CC1	-0.8	1.1	-1.2	-0.6	-2	-2	3	2	-4	0.5	-2
COc1ccc(N2CCN(CC(=O)Nc3ccc(C)cc3Br)CC2)cc1	-1.5	-2.5	-1.5	-0.7	-1	5	-6	-6	-6	-0.2	-1
Nc1nc(SCc2nnc(SCC(=O)O)n2-c2ccccc2)nc2sc3c(c12)CCCC3	-0.7	-4.0	-1.4	-0.8	-20	-2	4	2	-4	-0.8	4
COc1cc2c(cc1OC)CN(CC(=O)Nc1ccc(C)c(S(=O)(=O)N3CCOCC3)c1)CC2	-2.1	0.3	-1.1	-1.1	-12	0	-2	0	-141	-0.3	-86
COc1cc(OC)c(N2CC(C(=O)NCCC3=CCCCC3)CC2=O)cc1Cl (stereo not drawn)	-0.6	-0.9	-0.9	0.0	-5	-1	0	3	-10	-2.4	1
CC(NC(=O)OCc1ccccc1)C(=O)NCC1CCCO1 (stereo not drawn)	-0.4	2.4	-0.4	1.1	-2	-2	2	-7	1	-0.7	1
COc1ccc(NC(=O)c2c(-c3c(Cl)cccc3Cl)noc2C)c(OC)c1	-0.8	0.6	-1.5	-0.1	6	-3	-2	-1	-3	-0.5	-1
More entries.
SMILES	hcDAF-12 act	hgDAF-12 ag	ssDAF-12 act	DAX1 inh-1	ADAM17 inh	SMARCA2 act	Rev-erbA mod	MBD2 DNA inh	PLCb3 inh	DAX1 inh-2	PLCg1 inh
CCOc1ccc(-c2noc(=O)[nH]2)cc1	0.9	0.8	-0.8	-0.5	-3	-3	3	4	3	-0.2	-1
C/C(=N\NC(=O)c1ccc(NS(=O)(=O)c2cccs2)cc1)c1ccc2c(c1)OCO2	0.1	0.2	-0.4	-0.1	0	-1	1	-2	-10	0.4	-5
COc1cc(/C=C2/C(=O)N(c3ccc([N+](=O)[O-])cc3)N=C2N2CCOCC2)ccc1O	-0.3	-1.0	-1.9	2.1	-2	-4	10	-1	-17	-0.6	-3
O=S(=O)(NNC(=S)Nc1ccc(S(=O)(=O)Nc2ncccn2)cc1)c1ccc(Br)cc1	2.2	2.7	-0.9	0.2	-1	-1	-1	3	-3	1.3	-1
COC(=O)C(C(=O)OC)C(CC(=O)c1ccc(C)cc1)c1cc(OC)c(OC)c(OC)c1 (stereo not drawn)	0.0	-1.6	-1.6	0.3	-2	1	4	-4	0	0.0	-1
CC(=O)c1ccc(C(=O)Nc2nnc(-c3ccc(Cl)cc3)o2)cc1	-0.6	1.3	-1.4	-0.8	2	-5	-9	-1	-1	0.4	2

Some of the entries above, reformatted.
molecule,hcDAF-12 act,hgDAF-12 ag,ssDAF-12 act,DAX1 inh-1,ADAM17 inh,SMARCA2 act,Rev-erbA mod,MBD2 DNA inh,PLCb3 inh,DAX1 inh-2,PLCg1 inh
CC(C)(C)NC(=O)CN(Cc1cccs1)C(=O)CN1C(=O)C(=O)c2ccccc21,0.0,-2.0,-1.4,0.3,-2,-1,-3,-2,-3,-0.1,0
O=S(=O)(NNC(=S)Nc1ccc(S(=O)(=O)Nc2ncccn2)cc1)c1ccc(Br)cc1,2.2,2.7,-0.9,0.2,-1,-1,-1,3,-3,1.3,-1

No enrichment for hits; any-hit rate near 7.4%.
